ABCB6 inh 2: inhibitors of human ABC transporter ABCB6; 360,000 compounds, 0.19% hits; fluorescence ratio to DMSO, % at 10 µM; AID 602162; K562-ABCB6 porphyrin accumulation, flow cytometry, 1 h; active compounds read low; Q9NP58;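 active means fluorescence ratio to DMSO below 75%, the collection mean minus 3 SD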;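 further: signal is porphyrin accumulated inside mitochondria; 100% equals median channel fluorescence of DMSO control wells; lower ratio means ABCB6 inhibition with less porphyrin fluorescence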
Target sequence (Q9NP58 whole entry, looked up): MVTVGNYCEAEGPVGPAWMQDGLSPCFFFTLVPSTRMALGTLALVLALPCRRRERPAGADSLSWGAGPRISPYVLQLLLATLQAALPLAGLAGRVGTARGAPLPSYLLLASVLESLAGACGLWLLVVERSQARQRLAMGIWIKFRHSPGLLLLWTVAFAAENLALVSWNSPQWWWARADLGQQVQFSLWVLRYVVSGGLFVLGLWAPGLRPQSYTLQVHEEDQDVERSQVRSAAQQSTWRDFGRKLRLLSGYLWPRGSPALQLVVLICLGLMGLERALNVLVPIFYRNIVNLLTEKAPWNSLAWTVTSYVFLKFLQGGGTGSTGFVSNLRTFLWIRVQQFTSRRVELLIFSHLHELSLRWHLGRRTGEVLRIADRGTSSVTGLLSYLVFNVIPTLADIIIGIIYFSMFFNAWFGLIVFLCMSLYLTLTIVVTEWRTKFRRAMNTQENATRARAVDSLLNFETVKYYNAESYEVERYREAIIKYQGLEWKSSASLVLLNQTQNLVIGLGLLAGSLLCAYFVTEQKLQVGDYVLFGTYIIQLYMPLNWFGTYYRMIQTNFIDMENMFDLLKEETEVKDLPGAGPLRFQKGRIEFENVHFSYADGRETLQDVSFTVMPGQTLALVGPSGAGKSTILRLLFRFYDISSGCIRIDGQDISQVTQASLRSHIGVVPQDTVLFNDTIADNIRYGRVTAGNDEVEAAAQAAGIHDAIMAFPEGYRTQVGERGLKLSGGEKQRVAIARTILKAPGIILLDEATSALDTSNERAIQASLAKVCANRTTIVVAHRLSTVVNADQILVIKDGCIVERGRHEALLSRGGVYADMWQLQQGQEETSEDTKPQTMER
Exocytosis inh: lytic granule exocytosis inhibition | TALL-104 LAMP-1 surface exposure, flow cytometry; cells stimulated with thapsigargin and PMA | inhibition, % at 10 µM | 360,000 compounds, 0.66% hits | AID 651702;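 active means inhibition above about 55%, limit read from the data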
m5-HT2A agonist: activates the mouse 5-HT2A serotonin receptor. P35363. CHO-K1 mHTR2A beta-arrestin complementation, luminescence; percent of 30 µM serotonin response. activation, % at 7.6 µM. 360,000 compounds, 0.66% hits. AID 624169;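 active means activation above a run cutoff, the mean activation of all tested compounds plus 3 SD, cut at about 14% in these data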;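 further: 0% = plate median of compound wells and 100% = 30 µM serotonin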
CaV13 FRET inh: Primary screen for inhibitors of IQ motif and Ca2+-dependent inactivation inhibitor domain binding in CACNA1D, Förster resonance energy transfer in living cells, … | AID 743397 | 340,000 compounds, 0.098% hits | inhibition, % at 12.3 µM | HEK cells, CFP/YFP FRET ICDI-IQ, plate reader, 10 min; percent FRET-ratio fall versus neutral wells;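 active means mean replicate inhibition of at least 30% and at least 1% of replicates passing that level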;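 further: 0% = median of the neutral control wells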
ABHD5-PLIN5 inh: blocks binding of human ABHD5 to perilipin-5; Split G. princeps luciferase complementation, luminescence, 4 h; AID 602281; 360,000 compounds, 0.78% hits; inhibition, % at 4 µM;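 active means inhibition above the mean inhibition across every tested compound plus 3 SD, cut at about 22% in these data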;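 further: 0% = DMSO only wells and the 100% control is not disclosed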
Cardio protect: modulators protecting cardiomyocytes from myocardial damage. AID 588492. 360,000 compounds, 0.63% hits. protection from H2O2 cell death, % at 20 µM. H9c2 cardiomyocytes, H2O2 injury protection, ATPLite, 2 h;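 active means compounds giving at least 50% protection of heart cells from peroxide-induced death in the single-dose screen, raw or plate-pattern-corrected value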;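 further: 0% = DMSO wells with peroxide and 100% = DMSO wells without peroxide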
MC4R antag cAMP: human MC4R antagonism in cAMP assay; inhibition, % at 6.5 µM; 360,000 compounds, 0.48% hits; P32245; MC4R-expressing cells, MTII-stimulated cAMP, LANCE TR-FRET;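 active means inhibition above its plate's cutoff, the mean of tested wells on that plate plus 3 SD, cut at about 29% in these data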;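 further: 0% = Melanotan II alone and 100% = Melanotan II plus saturating MCL0020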
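System – human MC4R-expressing U2OS cells · Also added – Melanotan II · Dosing – one concentration, 6.5 µM nominal · Timing – 30-min compound, 1-h challenge, 1-h detection, room temperature · Measured by – Eu-cAMP/anti-cAMP TR-FRET, emission 671 nm · Replicates – singlicate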
PDI inh: PDI (human) enzyme inhibition | P07237 | PDI insulin aggregation turbidity, A650, 90 min | inhibition, % at 10 µM | 350,000 compounds, 0.052% hits;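 active means mean inhibition across replicates of 30% or more, whatever share of single replicates reach that level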;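 further: absorbance from insulin aggregation driven by PDI reduction with DTT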
N-glyco inh: blocks N-linked glycosylation in D54 reporter cells; AID 588692; reporter increase, % at 12.5 µM; D54 ERlucT glycosylation luciferase reporter, 24 h; percent of 100 nM tunicamycin response; 360,000 compounds, 0.23% hits;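 active means mean luciferase reporter signal, scaled so untreated is 0 and the glycosylation-blocking control 100, at or above a set limit in every replicate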;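 further: luciferase carries N-glycosylation sites so blocking glycosylation raises the light; 0% = median of neutral control wells and 100% = median of 100 nM tunicamycin wells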
MC4R ag barr: agonists of human melanocortin 4 receptor (MC4R) beta-arrestin; activation, % at 8.9 µM; U2OS MC4R beta-arrestin complementation, luminescence; percent of melanotan II response, DMSO zero; 360,000 compounds, 0.98% hits; P32245;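 active means activation above a per-plate cutoff, the mean activation of sample wells on that plate plus 3 SD, cut at about 8% in these data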
Starred values were filed as active, the others as inactive; / = no result given. Outcome played no part in choosing rows. Share with any hit: about 4.2%.

SMILES	ABCB6 inh 2	Exocytosis inh	m5-HT2A agonist	CaV13 FRET inh	ABHD5-PLIN5 inh	Cardio protect	MC4R antag cAMP	PDI inh	N-glyco inh	MC4R ag barr
O=C(CCSCc1cccc(Cl)c1)NCCc1ccc(Cl)cc1	97	-6	-5	-5	0	-11	-2	1	-1	-1.0
Cc1ccc(-c2nc(CS(=O)CC(=O)NCCCN3CC(C)CC(C)C3)c(C)o2)cc1 (centres undefined)	83	7	-1	-3	-1	1	1	/	4	-0.9
Cc1cc(C)n(C(C[N+](=O)[O-])c2ccc(Cl)cc2)n1 (centres undefined)	98	8	-3	/	9	-36	-11	9	4	3.3
CC(=O)NC(C)(c1ccccc1)c1nc(-c2ccc(S(C)(=O)=O)cc2)cs1 (centres undefined)	101	-4	-1	-5	-8	-2	8	-14	-2	0.4
O=[N+]([O-])c1ccc(C2CCCC/C2=N/OCc2ccccc2F)c([N+](=O)[O-])c1 (centres undefined)	89	1	-3	-5	-3	-16	15	-6	-3	-0.9
CCOC(=O)C(C#N)(Cc1cc(OC)cc(OC)c1)Cc1cc(OC)cc(OC)c1	87	1	-1	-6	6	8	1	13	-3	0.2
Cc1cccc(NC(=O)CSc2nc(N)c(NC(=O)c3cccs3)c(=O)[nH]2)c1	99	0	1	-6	8	-2	-1	/	2	1.6
CCCCS(=O)c1c(O)c2ccccc2[nH]c1=O (centres undefined)	103	0	3	-5	-3	9	-4	-1	3	1.7
CNC(=S)N(Cc1cc2cc(C)cc(C)c2[nH]c1=O)C1CCCC1	97	0	2	-5	3	1	20	5	1	-0.4
COc1ccc(C(=O)NCC2CCCN2S(=O)(=O)c2cccs2)cc1 (centres undefined)	96	9	4	-6	-8	-1	-3	12	0	-0.9
Cc1cc(NC(=O)CSc2nc3ccsc3c(=O)n2CCCC(=O)NCCc2ccccc2)no1	88	2	2	-2	1	1	-2	-5	0	0.2
COc1ccc(NC(=O)CCc2nc(-c3ccc(C)cc3)no2)cc1Cl	95	-11	7	-3	-3	-17	11	-1	-2	5.5
Cc1[nH]c(=O)c(C#N)c2c1COC(C)(C)C2	97	1	5	/	-1	3	1	2	1	-2.0
N=C1/C(=C\c2ccc(OC(=O)c3ccco3)cc2)C(=O)N=C2SC=NN12	99	-1	-4	-3	20	0	-8	-10	-2	6.8
CC1(C)Cc2nc3sc4c(NCCO)ncnc4c3cc2CS1	83	-3	2	6	3	15	-29	16	1	-0.6

Results in ABCB6 inh 2, Cardio protect and MC4R antag cAMP (two entries from above):
SMILES	ABCB6 inh 2	Cardio protect	MC4R antag cAMP
N=C1/C(=C\c2ccc(OC(=O)c3ccco3)cc2)C(=O)N=C2SC=NN12	99	0	-8
CC1(C)Cc2nc3sc4c(NCCO)ncnc4c3cc2CS1	83	15	-29

Next entries:
SMILES	ABCB6 inh 2	Exocytosis inh	m5-HT2A agonist	CaV13 FRET inh	ABHD5-PLIN5 inh	Cardio protect	MC4R antag cAMP	PDI inh	N-glyco inh	MC4R ag barr
CC(=O)c1c(C)[nH]c(C(=O)OCC(=O)c2ccc(C)s2)c1C	89	-5	-6	-6	9	0	-8	8	5	2.8
COC(=O)c1sccc1-n1cccc1C(=O)NCc1ccccc1	88	3	-2	-5	0	1	4	9	1	0.5
CCc1ccc(C(=O)COC(=O)C(Cc2ccccc2)NC(=O)c2ccc(Cl)cc2)cc1 (centres undefined)	95	3	-1	-6	-3	5	5	-10	2	-2.1
Cc1ccc(NC(=O)CCN2C(=O)c3ccccc3S2(=O)=O)cc1C	91	-5	-8	-6	5	0	4	-2	2	-3.1
CCN1C(=O)S/C(=C/c2ccc(Sc3nc4ccccc4[nH]3)o2)C1=O	97	5	0	-2	3	-8	8	-1	-3	1.3
COC(CNS(=O)(=O)c1cc2c3c(c1)CCN3C(=O)CC2)OC	89	-3	2	-7	-6	2	9	14	1	-1.7
O=C(COc1ccc2c(-c3ccccc3)cc(=O)oc2c1)NCc1cccs1	102	-4	-4	-4	-3	-2	6	-8	1	8.0
COc1ccc(Nc2ncnc3ccccc23)cc1	95	-3	3	/	0	-10	1	2	-7	1.0
CN1c2ccccc2-c2nc3ccccc3n2C1c1cccs1 (centres undefined)	101	5	-3	-5	-3	6	13	8	-1	0.9
Cc1cc(C)c(S(=O)(=O)c2cccc(C(F)(F)F)c2)c(=O)[nH]1	104	-3	8	-21	-1	2	13	-2	0	0.5
O=C(N/N=C/c1ccc(Cl)c([N+](=O)[O-])c1)C1CC1	100	0	0	-5	-2	11	-4	0	-1	-1.9
COc1ccc(Cl)cc1NC(=O)Nc1cnccn1	96	-1	-6	/	-2	2	-8	-5	0	-1.2
CCOc1ccc(NC(=O)C(=O)N/N=C/c2cccnc2)cc1	103	-15	-2	-6	-8	1	2	1	0	0.4
Cc1csc(SCc2ccccc2C(=O)O)n1	101	0	-4	-5	-4	2	1	3	-1	-2.8
O=C(NCc1ccc(Cl)cc1)c1ccc(OCC2CCCO2)cc1 (centres undefined)	101	3	0	-5	9	-3	-3	-10	-1	-1.0
O=C(Cc1cccc(NC(=O)C2CCCN(C(=O)c3ccccc3)C2)c1)Nc1cccc(C(=O)N2CCOCC2)c1 (centres undefined)	100	-3	-4	-10	5	23	0	-4	2	1.6
COCc1c(C(=O)OCc2nnc(-c3ccc([N+](=O)[O-])cc3)o2)oc2ccccc12	93	0	6	-6	5	1	0	-10	2	-1.6
CCCCn1nnnc1NCc1cccc(OC)c1OC	102	0	0	-7	4	-3	3	-3	2	-1.3
CC(/C=C1\SC(=O)N(CC(=O)Nc2cccc(O)c2)C1=O)=C\c1ccccc1	96	2	2	/	2	-5	-3	7	-1	5.9
Cc1sc2nc3n(c(=O)c2c1C)CCCCC3	99	0	4	/	0	-4	7	-12	1	-0.5
Cc1ccc(N2CCN(C(=O)c3ccccc3NC(=O)/C=C\C(=O)O)CC2)cc1	103	24	-3	/	-4	-1	-4	2	-2	-1.5
CCOC(=O)C1=C(C)Nc2ccccc2N/C1=N\S(=O)(=O)c1ccc(Cl)cc1	96	-1	8	-6	-7	6	4	-4	0	1.0
O=C1OC(c2ccccc2)/C(=C(/O)c2ccccc2)C1=O (centres undefined)	98	3	0	-5	11	6	-1	-5	1	-1.1
Cc1ccccc1NC(=O)c1cccc(NC(=O)c2ccco2)c1	94	3	15*	-20	-6	-3	6	-6	1	-0.5
CC(=O)Oc1ccc(/C=N/NC(=O)CCSc2ccccc2)cc1	100	0	-3	-5	-3	-6	0	-1	0	-2.5
OCCCn1c(CCNc2nc(-c3ccc(Cl)cc3)cs2)nc2cc(C(F)(F)F)ccc21	99	2	-1	-7	-9	-5	12	10	2	1.8
O=C(NCCC1=CCCCC1)c1cc(-c2ccccn2)nc2ccccc12	101	-3	8	-6	0	-2	8	-2	2	-1.4
CC1CC(C)(C)C2=NCCN21 (centres undefined)	103	-2	-4	-5	-4	-2	14	-8	-2	0.2
O=C(NCc1ccc2c(c1)OCO2)c1c(F)c(F)c(F)c(F)c1F	93	-3	2	0	7	-11	18	-1	-1	-1.9
CC(=O)NC12CC3CC(C1)CC(C(=O)Nc1nc4ccc(F)cc4s1)(C3)C2	96	0	-1	-3	-5	-1	9	-3	0	-2.7
CCC(C)NC(=O)c1cc(-c2cccs2)nc2ccccc12 (centres undefined)	97	-4	8	-3	-2	-1	4	1	1	-0.1
COc1cc(Br)c(CCNC(=O)c2ccco2)cc1OC	99	1	8	-15	1	4	6	21	1	-2.1
COC(=O)[C@]1(Cc2ccccc2)N[C@H](CN(C)C(=O)NC(C)C)[C@@H]2C(=O)N(C)C(=O)[C@@H]21	96	-3	-2	-5	5	1	9	3	0	-1.3
CCN(CC)S(=O)(=O)c1ccc(NC(=O)c2cccnc2Cl)c(NC(=O)c2cccnc2Cl)c1	96	4	1	-6	0	-8	-4	15	13	0.1
CCN(CC)CCNC(=O)c1cc(S(C)(=O)=O)ccc1OC	94	-3	1	-5	7	-2	8	3	1	-1.3
CN(C)S(=O)(=O)c1cccc(NC(=S)Nc2cccc3cnccc23)c1	98	34	-6	-6	-38	-16	-3	0	-9	0.5
COCCn1nnnc1C(c1ccc(OC)cc1)N1CCC(C)CC1 (centres undefined)	100	-2	1	-2	-2	35	-5	4	-2	-0.8
CC(OC(=O)CNC(=O)c1ccccc1)C(=O)Nc1ccc(S(=O)(=O)N2CCOCC2)cc1 (centres undefined)	98	-3	-5	-15	4	5	6	7	-1	1.7
COc1ccc(C(C[N+](=O)[O-])n2nc(C)cc2C)cc1 (centres undefined)	97	5	3	/	54*	-2	47*	12	-6	0.1
COc1ccccc1CNc1nc2cc(-c3ccc(OC)c(OC)c3)sc2c(=O)n1C	99	-23	5	-5	8	18	13	-2	-3	0.3
COc1ccccc1OC(C)C(=O)N(Cc1ccco1)C1CCS(=O)(=O)C1 (centres undefined)	101	-2	4	/	4	5	-2	/	1	-0.3

Six entries from above, reformatted:
| SMILES | ABCB6 inh 2 | Exocytosis inh | m5-HT2A agonist | CaV13 FRET inh | ABHD5-PLIN5 inh | Cardio protect | MC4R antag cAMP | PDI inh | N-glyco inh | MC4R ag barr |
| --- | --- | --- | --- | --- | --- | --- | --- | --- | --- | --- |
| COC(=O)[C@]1(Cc2ccccc2)N[C@H](CN(C)C(=O)NC(C)C)[C@@H]2C(=O)N(C)C(=O)[C@@H]21 | 96 | -3 | -2 | -5 | 5 | 1 | 9 | 3 | 0 | -1.3 |
| CCN(CC)S(=O)(=O)c1ccc(NC(=O)c2cccnc2Cl)c(NC(=O)c2cccnc2Cl)c1 | 96 | 4 | 1 | -6 | 0 | -8 | -4 | 15 | 13 | 0.1 |
| CCN(CC)CCNC(=O)c1cc(S(C)(=O)=O)ccc1OC | 94 | -3 | 1 | -5 | 7 | -2 | 8 | 3 | 1 | -1.3 |
| CN(C)S(=O)(=O)c1cccc(NC(=S)Nc2cccc3cnccc23)c1 | 98 | 34 | -6 | -6 | -38 | -16 | -3 | 0 | -9 | 0.5 |
| COCCn1nnnc1C(c1ccc(OC)cc1)N1CCC(C)CC1 (centres undefined) | 100 | -2 | 1 | -2 | -2 | 35 | -5 | 4 | -2 | -0.8 |
| CC(OC(=O)CNC(=O)c1ccccc1)C(=O)Nc1ccc(S(=O)(=O)N2CCOCC2)cc1 (centres undefined) | 98 | -3 | -5 | -15 | 4 | 5 | 6 | 7 | -1 | 1.7 |

Source: PubChem BioAssay (several laboratories)
